CF NFkB inh: inhibitors of cystic fibrosis induced NF-kB; KKLEB NF-kB-GFP reporter, PAF-induced, GFP fluorescence overnight; inhibition, % at 5 µM; 360,000 compounds, 0.86% hits; AID 588850;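 active means at least 50% inhibition at 5 µM, scaled per plate between neutral and stimulator controls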;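 further: PAF is a Pseudomonas aeruginosa culture filtrate used as stimulus; plate controls were PAF-stimulated DMSO wells for no effect and unstimulated DMSO wells for full effect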
iPSC survival up: increases survival of single human iPS cells; 360,000 compounds, 0.044% hits; survival enhancement, % at 20 µM; hiPSC single-cell survival, ATPlite luminescence; 100% = ROCK inhibitor wells, 0% = DMSO; in the data active means survival enhancement above about 18%;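 further: cells exposed to compounds for 16 hours before the ATP read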
KKLEB cytotox: reduces viability of KKLEB cystic fibrosis airway cells; KKLEB CF airway cells viability, ATPlite luminescence, overnight; active compounds read low; cells stimulated with P. aeruginosa culture filtrate; activity change (cytotoxicity), % at 5 µM; AID 602141; 360,000 compounds, 0.36% hits;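 active means corrected activity change at or below -50% at 5 µM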
HIF-2a inh: HIF-2a inhibition | 360,000 compounds, 0.72% hits | 786-0 RCC cells HIF-2a reporter, luciferase luminescence, overnight | inhibition, % at 18.8 µM | AID 624352;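 active means inhibition of the luminescence signal of 40% or more relative to plate controls, in a single-dose primary screen at 18.75 µM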
MITF TRPM1 inh: inhibitors of MITF-driven TRPM1 promoter in melanoma cells. SK-MEL-5 TRPM1 promoter luciferase, 24 h. inhibition, % at 12.5 µM. 330,000 compounds, 0.83% hits. AID 488899;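 active means mean inhibition across replicates of 60% or more, whatever share of single replicates reaches that level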; further: values of inactives mirror those of a sister screen read the other way
NR2E3 ag-1: human photoreceptor-specific nuclear receptor agonism; AID 602229; 360,000 compounds, 0.35% hits; Q9Y5X4; CHO-S Gal4-NCOR/VP16-NR2E3 two-hybrid, luciferase; inhibition of corepressor binding, % at 3.98 µM;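 active means inhibition above the mean of all tested compounds plus 3 SD, cut at about 70% in these data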;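 further: 0% = DMSO with NR2E3 transfected cells and 100% = cells lacking NR2E3 construct; higher means lower luciferase signal from less NR2E3 corepressor binding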
Target sequence (Q9Y5X4 whole entry, looked up, the tested form may be a part): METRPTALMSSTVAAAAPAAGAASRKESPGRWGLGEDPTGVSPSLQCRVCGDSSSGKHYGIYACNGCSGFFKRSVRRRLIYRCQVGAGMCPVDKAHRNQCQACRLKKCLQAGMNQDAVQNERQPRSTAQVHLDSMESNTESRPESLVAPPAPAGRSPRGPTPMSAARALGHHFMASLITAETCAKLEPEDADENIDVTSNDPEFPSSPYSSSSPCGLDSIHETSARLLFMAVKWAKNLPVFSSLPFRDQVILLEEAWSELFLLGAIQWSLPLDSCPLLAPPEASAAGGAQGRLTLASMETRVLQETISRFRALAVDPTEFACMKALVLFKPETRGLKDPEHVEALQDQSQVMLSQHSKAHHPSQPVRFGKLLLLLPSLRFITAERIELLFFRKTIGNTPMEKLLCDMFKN
NR2E3 ag-2: NR2E3 (human) agonism; inhibition of corepressor binding, % at 4.78 µM; 320,000 compounds, 0.12% hits; GST-NR2E3/biotin-RetCOR TR-FRET, 1536-well; Q9Y5X4; AID 2300;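 active means percent inhibition above the cutoff of mean plus 3 SD of all tested compounds, set per screening campaign, cut at about 20% in these data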;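 further: 0% = DMSO wells and 100% = biotin wells as full block of FRET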
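Material: NR2E3–RetCOR corepressor complex / Amount: 1.35 nM GST-NR2E3 / Medium: Tris pH 7.5 / Compound: single nominal compound dose of 4.8 µM / Incubation: 5 h at 4 °C / Technique: TR-FRET, Eu(K)-anti-GST donor, streptavidin-D2 acceptor, ex 340, em 617/671 nm / Read-out basis: percent loss of FRET ratio relative to control wells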
Shn3 3UTR inh: inhibitors of Schnurri-3 3'UTR reporter in osteoblasts. 360,000 compounds, 0.52% hits. Clone20 osteoblast Shn3 3'UTR firefly luciferase, 24 h. inhibition, % at 12.5 µM. AID 588674;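 active means mean inhibition of at least 75% with every replicate also reaching 75%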;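 further: 0% = median of neutral control wells and 100% = pilot-screen positive control compound; some compounds past the cut are filed as inactive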
EBV LMP1 NFkB: inhibitors of Epstein-Barr LMP1-induced NF-kappaB reporter; LMP1-induced NF-kappaB luciferase reporter cells, luminescence; inhibition, % at 12.5 µM; 350,000 compounds, 0.69% hits; AID 504558; in the data active means inhibition above about 41%;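 further: 0% = neutral control wells and 100% = reference inhibitor control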
Peg3 prom inh: inhibitors of Peg3 promoter. HeLa PEG-Prom luciferase reporter, luminescence, overnight. AID 588405. 360,000 compounds, 1.7% hits. inhibition, % at 20 µM;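 active means inhibition of at least 50% at 20 µM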
C8 TRAIL sens: caspase-8 TRAIL sensitization; AID 624354; inhibition (viability loss, TRAIL sensitization), % at 10 µM; 360,000 compounds, 1% hits; NB7+C8 cells + TRAIL, ATPlite viability luminescence;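 active means compounds causing at least 50% loss of cell viability in the single-dose screen, relative to plate controls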
* hit, by the source's call; nt = no result given. An excerpt. The share of hits here may be higher or lower than overall.

compound | CF NFkB inh | iPSC survival up | KKLEB cytotox | HIF-2a inh | MITF TRPM1 inh | NR2E3 ag-1 | NR2E3 ag-2 | Shn3 3UTR inh | EBV LMP1 NFkB | Peg3 prom inh | C8 TRAIL sens
CCOc1ccc(CNC(=O)C2CCN(S(=O)(=O)N3CCC(C)CC3)CC2)cc1OC | -28 | 1.4 | 6 | 3 | nt | -15 | nt | 2 | 2 | -1 | 11
CC1(C)CC(=O)c2c(oc3ccc(NS(=O)(=O)c4cccc5cccnc45)cc23)C1 | 0 | 1.7 | -9 | 16 | 14 | 37 | 4 | 14 | 5 | 16 | 2
O=C(c1cncc(Br)c1)N1CCN(S(=O)(=O)c2ccccc2C(F)(F)F)CC1 | -2 | 0.2 | 9 | 18 | 7 | -5 | 3 | 15 | -3 | 8 | 10
CCc1ccc2nc3n[nH]c(N)c3cc2c1 | 23 | -5.7 | -8 | -190 | -4 | -75 | -6 | -68 | 0 | -114 | 42
O=C(CCC(=O)N1CCN(c2ccccn2)CC1)Nc1nnc(C2CCCCC2)s1 | 6 | -0.1 | 3 | -2 | -4 | -17 | 3 | 14 | 2 | -13 | 4
COc1ccccc1OCc1ccc(C(=O)NCc2cccnc2)o1 | 18 | 4.7 | -2 | 14 | -4 | -5 | 5 | -12 | -8 | 16 | 7
N#Cc1c(N)oc(-c2ccco2)c1-c1ccco1 | -16 | 6.5 | 10 | -2 | -5 | -22 | -1 | -3 | 0 | 7 | -2
COc1ccc(C(CNC(=O)c2ccccc2SC)N(C)C)cc1 (centres undefined) | 13 | 0.2 | -5 | 10 | -5 | -16 | -5 | 13 | -1 | -3 | -10
COC(=O)c1c(NC(=O)c2ccc(C)o2)sc2c1CCCCC2 | -1 | 4.4 | 1 | -259 | -68 | -85 | nt | -59 | 12 | -285 | 11
COc1ccc(C(=O)Oc2ccc(-c3nnco3)cc2)cc1S(=O)(=O)N1CCOCC1 | -18 | 5.4 | -2 | 0 | 4 | -14 | 3 | 1 | -3 | 13 | 0
Cc1noc(C)c1C(=O)Nc1ccc(S(=O)(=O)N2CCC(C)CC2)cc1 | -3 | 0.0 | -1 | 8 | 4 | 3 | 1 | 41 | 9 | 8 | 9
Cc1ccc(S(=O)(=O)/C(C#N)=C/c2c(N3CCOCC3)nc3c(C)cccn3c2=O)cc1 | 8 | -0.4 | -9 | 18 | nt | -24 | -2 | -82 | nt | 11 | -5
Cc1ccc(OCCC(=O)Nc2ccccc2C(=O)N2CCCCC2)cc1 | -1 | 0.3 | 4 | -38 | -4 | -10 | 0 | -4 | 7 | -10 | 13
Cc1cc(Cl)ccc1NC(=S)NCC(C)C | 2 | -1.9 | 5 | 4 | 5 | -9 | -1 | -9 | -3 | 6 | 1
Cc1cc(=O)oc(C)c1C(=O)N1CCCc2ccccc21 | 3 | -1.2 | 1 | 10 | -2 | 8 | 1 | -16 | -4 | 4 | 13
Cc1cccc(NC(=O)/C(C#N)=C\c2cccnc2)c1 | 0 | 2.8 | 2 | 13 | -11 | 3 | 0 | 7 | 12 | 16 | -1
CCOc1ccc(/C=C/C(=O)NCCc2ccc(OC)c(OC)c2)cc1 | 2 | -0.1 | -1 | 13 | -1 | -10 | -6 | -8 | 10 | -13 | 4
CC(=O)N1CCOc2cc(S(=O)(=O)N3CCN(c4ccccc4)CC3)c(Cl)cc21 | 1 | -0.7 | -8 | 8 | nt | 2 | -2 | 18 | -8 | 5 | 3
O=C(NC(c1ccccc1)c1ccc2ccccc2n1)C1CCN(CCOc2ccc(Cl)cc2Cl)CC1 (centres undefined) | 20 | 8.5 | -21 | 19 | nt | 20 | nt | -17 | nt | 102* | 15
O=C(Nc1cccc(F)c1)C1CCN(C(=O)c2ccco2)CC1 | 8 | -0.6 | 2 | 11 | 15 | -5 | 6 | -43 | 1 | 4 | -17
COc1ccc2[nH]cc(C=O)c2c1 | -4 | -1.3 | 4 | 11 | 2 | -3 | 1 | -1 | -18 | 2 | 5
COCCCNC(=O)c1c[nH]c2ccc(S(=O)(=O)N(C)c3ccccc3C)cc2c1=O | 12 | 0.3 | 0 | -1 | 11 | 1 | -4 | 16 | -1 | 7 | -7
N#Cc1c(C#N)c(-c2ccccc2)n(-c2ccc(C(=O)O)cc2)c1N | 1 | 5.4 | 5 | 7 | 1 | -12 | 3 | -22 | -4 | 2 | -3
CCC(C)C(CO)NCCCn1cnc2c(OC)ncnc21 (centres undefined) | -3 | -1.8 | -5 | 13 | nt | -44 | nt | 15 | 0 | -5 | 8
CC(NC(=O)CSc1ccccc1)c1ccccc1 (centres undefined) | -20 | -0.1 | 2 | 2 | -2 | 1 | nt | 1 | 3 | -1 | -7
COc1ccc(C(C)=O)cc1CSc1nnnn1-c1ccc(O)cc1 | 6 | 0.3 | -2 | 10 | 5 | 8 | 0 | 8 | -7 | 21 | 20
Cc1nc2ncnn2c(C)c1CCC(=O)NCc1ccc2c(c1)OCO2 | -14 | 0.4 | 15 | 10 | 2 | -3 | 2 | -1 | -7 | 0 | 16
Cc1ccc(S(=O)(=O)N(C)C)cc1NC(=O)c1cc(C(C)(C)C)nn1Cc1ccccc1 | 9 | -0.6 | -2 | 25 | 3 | -8 | 1 | 21 | 11 | 24 | -27
Cc1ccnc(NS(=O)(=O)c2ccc(NC(=O)c3ccc(N4C(=O)CCC4=O)cc3)cc2)n1 | -9 | 0.3 | 2 | 17 | 18 | 13 | 4 | -7 | -9 | 3 | 5
O=C(/C=C\Nc1ccc(Cl)cn1)c1ccc(Br)cc1 | 4 | -0.3 | 7 | -212 | -102 | -52 | -3 | -106 | -45 | -275 | 1

Single values from the results shown:
Peg3 prom inh, `CC(NC(=O)CSc1ccccc1)c1ccccc1` (centres undefined) stands at -1
iPSC survival up, `CC1(C)CC(=O)c2c(oc3ccc(NS(=O)(=O)c4cccc5cccnc45)cc23)C1` stands at 1.7
KKLEB cytotox, `COC(=O)c1c(NC(=O)c2ccc(C)o2)sc2c1CCCCC2` stands at 1

3 of the entries above in order of their number in MITF TRPM1 inh, falling:
Molecule	MITF TRPM1 inh
CC(NC(=O)CSc1ccccc1)c1ccccc1 (centres undefined)	-2
N#Cc1c(N)oc(-c2ccco2)c1-c1ccco1	-5
Cc1cccc(NC(=O)/C(C#N)=C\c2cccnc2)c1	-11

The results go on.
compound | CF NFkB inh | iPSC survival up | KKLEB cytotox | HIF-2a inh | MITF TRPM1 inh | NR2E3 ag-1 | NR2E3 ag-2 | Shn3 3UTR inh | EBV LMP1 NFkB | Peg3 prom inh | C8 TRAIL sens
CCN1CCN(C(=O)C(C)Sc2nc3nc(C)cc(C)n3n2)CC1 (centres undefined) | -17 | -3.4 | 3 | 6 | 6 | -17 | nt | -22 | 3 | 6 | -2
CCOc1ccc(-n2c(C)nc3cc(C(=O)NCC4CCCO4)ccc32)cc1 (centres undefined) | 3 | 0.3 | 4 | 8 | -7 | 7 | -1 | -2 | -12 | 21 | -9
COc1cccc(C(C(=O)NC(C)(C)C)N(CCc2ccccc2)C(=O)CCC(=O)Nc2cc(C)on2)c1OC (centres undefined) | 0 | 0.3 | -2 | 8 | 1 | -4 | -1 | -3 | -6 | 2 | 12
CC1CCC(NC(=O)c2cc3c(=O)n(C)c4ccccc4c3n2C)CC1 (centres undefined) | -4 | 4.2 | -17 | -110 | nt | 17 | 3 | -18 | -9 | -10 | 18
COCCCNC(=O)CC(NS(=O)(=O)c1ccc(C)cc1)c1ccco1 (centres undefined) | -5 | -0.9 | 0 | 3 | -6 | -15 | -2 | -17 | -4 | 10 | 10
CCOC(=O)C1=C(COC(=O)COc2cc(C)ccc2C)NC(=O)NC1C (centres undefined) | 14 | -0.1 | 12 | 8 | -5 | 9 | -4 | 2 | 6 | -3 | -11
COc1ccc(Br)cc1[C@H]1[C@H]2C=CC[C@@H](C)[C@@H]2C(=O)N1Cc1ccccc1 | 47 | 1.6 | -30 | 44* | -17 | -18 | nt | 7 | 3 | 22 | 21
COC(=O)c1cc(=O)nc(NN=Cc2ccc(C)cc2)s1 | 2 | -0.9 | 2 | -31 | nt | -14 | nt | 0 | nt | -16 | 8
COC(=O)c1ccsc1-n1cc(C#N)c(=O)n(C)c1=O | 2 | 0.9 | 1 | 7 | 2 | 3 | -3 | 2 | -1 | 21 | 0
CCOC(=O)c1c(NC(=S)N2CCOCC2)sc(C)c1C | 28 | -0.2 | -9 | 8 | -5 | -17 | 7 | 6 | 2 | 13 | -16
COc1ccc(-c2coc3cc(O)cc(O)c3c2=O)cc1OC | -4 | -0.6 | -12 | -228 | -66 | -102 | 0 | -65 | -20 | -151 | -5
CCOC(=O)Cc1nn[nH]n1 | 4 | -1.0 | 0 | 9 | 1 | -17 | 2 | 1 | 2 | 3 | -4
NC(=O)c1ccc(N=C2C(=O)Nc3ccc([N+](=O)[O-])cc32)cc1 | 3 | -2.0 | 6 | 20 | 8 | -3 | 1 | -13 | 4 | -13 | -1
CC1CCN(C(=O)COC(=O)c2cccc(S(=O)(=O)N3CCOCC3)c2)CC1 | -9 | 1.0 | -3 | 6 | nt | 19 | nt | 2 | 4 | 7 | 17
O=C(NC1CCCCC1)C1CCN(S(=O)(=O)c2cccs2)CC1 | 22 | 0.8 | -7 | 4 | -8 | -4 | 6 | 11 | -12 | -13 | -17
Cc1ccn2c(NC(=O)C(C)(C)Oc3ccc(Cl)cc3)c(-c3cccs3)nc2c1 | -3 | -1.6 | -3 | -15 | -24 | -13 | -4 | -18 | -6 | -16 | -2
Cc1nc([N+](=O)[O-])c(C(=O)OCc2cccc(Br)c2)n1C | 10 | 0.4 | 2 | -4 | -9 | -20 | 5 | 10 | -2 | -3 | 6
O=C(Cc1cccc2ccccc12)NCC1CCCO1 (centres undefined) | 23 | 3.7 | 2 | 12 | -4 | -27 | -3 | 17 | 6 | 11 | 5
COc1cccc(C(=O)N/N=C(\C)c2ccc(NC(=O)Cc3ccccc3)cc2)c1OC | -15 | -0.6 | 16 | -144 | -5 | -97 | nt | -6 | -13 | -24 | -10
COc1ccc(C(=O)NCCSCc2ccccc2)cc1OC | 14 | 0.5 | -7 | 12 | 4 | -47 | 0 | 2 | 2 | -4 | 8
CCCc1ccc(OCc2ccc(C(=O)N/N=C/c3cccnc3)o2)cc1 | -33 | 0.4 | -7 | -18 | -65 | -160 | nt | -47 | -32 | -198 | -23
CC1Oc2ccccc2OC1C(=O)Nc1ccccn1 (centres undefined) | -14 | -0.2 | -7 | 0 | 19 | -9 | 0 | 8 | -7 | 4 | 10

Part of the list above, set out differently.
Value order – CF NFkB inh	iPSC survival up	KKLEB cytotox	HIF-2a inh	MITF TRPM1 inh	NR2E3 ag-1	NR2E3 ag-2	Shn3 3UTR inh	EBV LMP1 NFkB	Peg3 prom inh	C8 TRAIL sens
- CC1Oc2ccccc2OC1C(=O)Nc1ccccn1 (centres undefined)
  -14	-0.2	-7	0	19	-9	0	8	-7	4	10
- Cc1cccc(NC(=O)/C(C#N)=C\c2cccnc2)c1
  0	2.8	2	13	-11	3	0	7	12	16	-1

Bioassay records deposited in PubChem BioAssay by several laboratories.
